T cruzi HTS – blocks T. cruzi growth inside host cells; 4.9% of 22,000 active; intracellular Trypanosoma cruzi in host cells, plate reader; AID 651903; activity score (inhibition), % at 5.01 µM; in the data active = activity score above about 55%; inconclusive = no clear call, values can overlap the other calls;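 also: parasites and compound incubated about four days before reading; 0% = median of neutral control wells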
INS-1E ATP HTS – rescue of cytokine-induced death in INS-1E beta cells; 0.1% of 20,000 active; protection from cytokine-induced ATP loss, % at 10 µM; AID 488910; INS-1E cytokine-induced death, ATP luminescence, 48 h; normalised: neutral wells 0, positive control 100;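 active = mean replicate protection from cytokine-induced ATP loss at least 50% and at least 75% of replicates each reaching 50%; inconclusive = meets only one of the two criteria, mean or replicate share; inactive = fails both the mean and replicate share criteria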
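Assay system – rat INS-1E insulinoma cell line · Quantity – 8000 cells per well · Buffer or medium – RPMI without phenol red, 5% FBS · Schedule – 48 h co-treatment, 10 min post-lysis read · Technique – luminescent ATP assay (CellTiter-Glo)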
The depositor's hits bear a star; ? = inconclusive; · = no result given.

SMILES	T cruzi HTS	INS-1E ATP HTS
C[C@@H]1CN([C@H](C)CO)C(=O)Cc2cc(NC(=O)Nc3ccc(C(F)(F)F)cc3)ccc2O[C@H]1CN(C)Cc1ccc(C(F)(F)F)cc1	81*	-1
C[C@H]1CN([C@@H](C)CO)C(=O)c2cccc(NC(=O)Nc3ccc(C(F)(F)F)cc3)c2O[C@@H]1CN(C)C(=O)Nc1ccccc1	42	-39
C[C@H](CO)N1C[C@H](C)[C@H](CN(C)C(=O)Nc2ccccc2)Oc2ncc(C#Cc3ccccc3)cc2C1=O	-5	·
C[C@H]1CN([C@@H](C)CO)C(=O)Cc2cc(NC(=O)C3CCCCC3)ccc2O[C@H]1CN(C)C(=O)Nc1ccc2c(c1)OCO2	0	6
C[C@H](CO)N1C[C@H](C)[C@H](CN(C)Cc2ccncc2)Oc2c(NC(=O)c3nc4ccccc4s3)cccc2C1=O	11	1
C[C@@H]1CN([C@H](C)CO)C(=O)Cc2cc(NS(=O)(=O)c3cn(C)cn3)ccc2O[C@@H]1CN(C)C(=O)Nc1ccc(C(F)(F)F)cc1	-13	4
COc1ccc(S(=O)(=O)Nc2ccc3c(c2)CC(=O)N([C@@H](C)CO)C[C@H](C)[C@@H](CN(C)S(=O)(=O)c2ccccc2)O3)cc1	0	3
COc1ccc(/C=N/NC(=O)c2ccccn2)cc1Br	0	-3
C[C@@H]1CN([C@H](C)CO)C(=O)c2cccc(NC(=O)C3CCOCC3)c2O[C@@H]1CN(C)S(=O)(=O)c1cn(C)cn1	-14	2
CC(C)NC(=O)N(C)C[C@H]1OCc2cnnn2CCCC(=O)N([C@@H](C)CO)C[C@@H]1C	-10	·
COc1ccc(NC(=O)N(C)C[C@@H]2Oc3c(NC(=O)Nc4c(C)noc4C)cccc3C(=O)N([C@H](C)CO)C[C@H]2C)cc1	-10	9
CNC[C@H]1Oc2ccc(NC(=O)Cc3ccccc3)cc2C(=O)N([C@@H](C)CO)C[C@H]1C	-21	4
C[C@@H]1CN([C@H](C)CO)C(=O)Cc2cc(NC(=O)c3ccncc3)ccc2O[C@H]1CN(C)Cc1ccncc1	-15	7
C[C@@H]1CN([C@@H](C)CO)C(=O)c2cc(NS(=O)(=O)c3ccccc3)ccc2O[C@@H]1CN(C)C(=O)Nc1ccc(C(F)(F)F)cc1	4	·
C[C@@H]1CN([C@@H](C)CO)C(=O)c2cc(NS(=O)(=O)c3ccc(F)cc3)ccc2O[C@@H]1CN(C)Cc1ccncc1	-10	-3
C[C@@H]1CN([C@@H](C)CO)C(=O)c2cccc(NC(=O)Nc3ccc(C(F)(F)F)cc3)c2O[C@@H]1CN(C)C(=O)Nc1ccc(F)cc1	-55	-33
C[C@H]1CN([C@@H](C)CO)C(=O)CCCn2cc(nn2)CO[C@@H]1CN(C)S(=O)(=O)c1ccccc1	-26	·
C[C@@H]1CN([C@H](C)CO)C(=O)c2cccc(NS(=O)(=O)c3ccccc3)c2O[C@@H]1CN(C)CC1CCCCC1	-29	2
Cc1noc(C)c1NC(=O)Nc1ccc2c(c1)C(=O)N([C@@H](C)CO)C[C@@H](C)[C@H](CN(C)Cc1ccc(Cl)c(Cl)c1)O2	2	-6
C[C@H]1CN([C@@H](C)CO)C(=O)c2cccc(NC(=O)c3cnccn3)c2O[C@@H]1CN(C)C(=O)Nc1ccccc1	-41	7
COc1ccc(S(=O)(=O)N(C)C[C@@H]2Oc3c(NC(=O)c4cnccn4)cccc3C(=O)N([C@H](C)CO)C[C@@H]2C)cc1	9	-1
NC(=O)COc1ccccc1/C=N/NC(=O)c1ccccc1O	-34	-4
C[C@H]1CN([C@@H](C)CO)C(=O)c2cc(NC(=O)Nc3cccc4ccccc34)ccc2O[C@@H]1CN(C)Cc1ccc(Oc2ccccc2)cc1	81*	-26
CC(C)NC(=O)Nc1cccc2c1O[C@H](CN(C)Cc1ccc(C(=O)Nc3ccccc3N)cc1)[C@H](C)CN([C@@H](C)CO)C2=O	52	28
CC(C)NC(=O)Nc1ccc2c(c1)CC(=O)N([C@H](C)CO)C[C@H](C)[C@H](CN(C)C(=O)Nc1ccc(C(F)(F)F)cc1)O2	-2	-2
C[C@H]1CN([C@@H](C)CO)C(=O)CCCn2cc(nn2)CO[C@@H]1CN(C)CC1CCCCC1	-4	·
C[C@H](CO)N1C[C@H](C)[C@H](CN(C)Cc2ccc(C(=O)O)cc2)Oc2ccc(NC(=O)C3CC3)cc2CC1=O	-47	20
C[C@@H]1CN([C@@H](C)CO)C(=O)CCCn2cc(nn2)CO[C@@H]1CN(C)S(C)(=O)=O	-6	·
COc1ccc(CN(C)C[C@@H]2Oc3ccc(NS(=O)(=O)c4cccs4)cc3C(=O)N([C@H](C)CO)C[C@@H]2C)cc1	-5	-3
C[C@@H]1CN([C@H](C)CO)C(=O)c2cccc(NS(=O)(=O)c3ccc(Cl)cc3)c2O[C@H]1CN(C)S(=O)(=O)c1cn(C)cn1	-30	0

Single values from the entries so far.
For T cruzi HTS, C[C@@H]1CN([C@@H](C)CO)C(=O)c2cc(NS(=O)(=O)c3ccccc3)ccc2O[C@@H]1CN(C)C(=O)Nc1ccc(C(F)(F)F)cc1 is listed with 4
For INS-1E ATP HTS, C[C@@H]1CN([C@H](C)CO)C(=O)Cc2cc(NS(=O)(=O)c3cn(C)cn3)ccc2O[C@@H]1CN(C)C(=O)Nc1ccc(C(F)(F)F)cc1 is listed with 4

(continued)
SMILES	T cruzi HTS	INS-1E ATP HTS
COc1ccc(CN(C)C[C@H]2Oc3c(NC(=O)Nc4ccc(F)cc4)cccc3C(=O)N([C@H](C)CO)C[C@H]2C)cc1	-13	-6
C[C@@H]1CN([C@H](C)CO)C(=O)c2cc(NS(=O)(=O)c3ccc(Cl)cc3)ccc2O[C@@H]1CN(C)S(=O)(=O)c1ccc(Cl)cc1	?	-16
COc1ccc(S(=O)(=O)Nc2cccc3c2O[C@@H](CN(C)S(=O)(=O)c2c(C)noc2C)[C@H](C)CN([C@H](C)CO)C3=O)cc1	-4	2
C[C@H]1CN([C@@H](C)CO)C(=O)CCCn2cc(nn2)CO[C@@H]1CN(C)S(=O)(=O)c1cccc(F)c1	-15	·
COc1ccc(S(=O)(=O)Nc2ccc3c(c2)C(=O)N([C@H](C)CO)C[C@H](C)[C@@H](CN(C)C(=O)Nc2ccccc2)OCCCC[C@@H](C)O3)cc1	-9	-2
Cc1cc(C(=O)Nc2cccc3c2O[C@@H](CN(C)S(C)(=O)=O)[C@@H](C)CN([C@@H](C)CO)C3=O)n(C)n1	-18	2
Cc1cc(C(=O)Nc2cccc3c2O[C@@H](CN(C)Cc2ccc(Oc4ccccc4)cc2)[C@H](C)CN([C@@H](C)CO)C3=O)n(C)n1	41	-30
C[C@@H]1CN([C@H](C)CO)C(=O)c2cc(NC(=O)NC3CCCCC3)ccc2O[C@H]1CN(C)C(=O)Nc1ccccc1	0	15
C[C@@H]1CN([C@H](C)CO)C(=O)c2cc(NS(=O)(=O)c3ccc(Cl)cc3)ccc2O[C@@H]1CN(C)C(=O)Nc1ccccc1	-4	·
C[C@H](CO)N1C[C@H](C)[C@@H](CN(C)Cc2ccc(Cl)c(Cl)c2)Oc2ccc(NC(=O)C3CC3)cc2C1=O	-5	-9
C[C@@H]1CN([C@@H](C)CO)C(=O)c2cccc(NC(=O)NC3CCCCC3)c2O[C@@H]1CN(C)S(C)(=O)=O	6	-12
COc1ccc(S(=O)(=O)N(C)C[C@@H]2Oc3ccc(N(C)C)cc3CC(=O)N([C@@H](C)CO)C[C@@H]2C)cc1	9	-8
C[C@@H]1CN([C@@H](C)CO)C(=O)c2cc(NC(=O)c3ccncc3)ccc2O[C@H]1CN(C)C(=O)Nc1ccc(C(F)(F)F)cc1	-8	0
C[C@H]1CN([C@@H](C)CO)C(=O)c2cccc(NS(=O)(=O)c3cccs3)c2O[C@H]1CN(C)CC1CC1	-6	5
C[C@@H]1CN([C@@H](C)CO)C(=O)c2cccc(NC(=O)c3nc4ccccc4s3)c2O[C@H]1CN(C)Cc1ccc(C(F)(F)F)cc1	64*	-55
C[C@@H]1CCCCO[C@H](CN(C)C(=O)c2ccncc2)[C@@H](C)CN([C@H](C)CO)C(=O)c2cc(NC(=O)C3CCCCC3)ccc2O1	7	-3
COc1ccc(NC(=O)N(C)C[C@@H]2Oc3ccc(NS(=O)(=O)c4cn(C)cn4)cc3C(=O)N([C@@H](C)CO)C[C@H]2C)cc1	1	6
C[C@@H]1CN([C@@H](C)CO)C(=O)c2cc(NC(=O)C3CC3)ccc2O[C@@H]1CN(C)S(=O)(=O)c1ccc(F)cc1	2	·
COc1ccc(CN(C)C[C@@H]2Oc3ccc(NC(=O)Nc4ccc(OC)cc4)cc3C(=O)N([C@@H](C)CO)C[C@H]2C)cc1	11	2
CC(C)NC(=O)Nc1ccc2c(c1)C(=O)N([C@@H](C)CO)C[C@@H](C)[C@H](CN(C)Cc1ccc(C(=O)O)cc1)O2	-9	14
C[C@@H]1CN([C@H](C)CO)C(=O)c2cc(NC(=O)C3CC3)ccc2O[C@H]1CN(C)C(=O)NC1CCCCC1	-43	4
O=C(N/N=C/c1cc(O)ccc1[N+](=O)[O-])c1ccccn1	18	-12
C[C@@H]1CN([C@H](C)CO)C(=O)c2cccc(NC(=O)C3CCOCC3)c2O[C@@H]1CN(C)CC1CCCCC1	23	2
COc1ccc(NC(=O)Nc2ccc3c(c2)C(=O)N([C@H](C)CO)C[C@@H](C)[C@H](CN(C)S(=O)(=O)c2ccccc2)O3)cc1	-7	4
Cc1ccc(S(=O)(=O)N(C)C[C@H]2Oc3c(NS(C)(=O)=O)cccc3C(=O)N([C@@H](C)CO)C[C@@H]2C)cc1	9	4
Cc1noc(C)c1NC(=O)Nc1cccc2c1O[C@@H](CN(C)Cc1ccc(Oc3ccccc3)cc1)[C@@H](C)CN([C@H](C)CO)C2=O	5	-28
C[C@@H]1CN([C@@H](C)CO)C(=O)c2cccc(NC(=O)c3nc4ccccc4s3)c2O[C@@H]1CN(C)C(=O)Nc1ccc(F)cc1	7	-4
Cc1noc(C)c1S(=O)(=O)Nc1ccc2c(c1)CC(=O)N([C@@H](C)CO)C[C@H](C)[C@@H](CN(C)S(=O)(=O)c1ccc(F)cc1)O2	-29	27
C[C@H]1CN([C@@H](C)CO)C(=O)CCCn2cc(nn2)CO[C@H]1CN(C)C(=O)Nc1ccc2c(c1)OCCO2	-23	·
C[C@@H]1CN([C@@H](C)CO)C(=O)c2cc(NS(C)(=O)=O)ccc2O[C@H]1CN(C)C(=O)NC1CCCCC1	-9	-3

(cont.)
SMILES	T cruzi HTS	INS-1E ATP HTS
COc1ccc(Br)c(/C=N/NC(=O)c2cccc(C(=O)NO)c2)c1	-18	-4
Cc1ccc(S(=O)(=O)Nc2ccc3c(c2)CC(=O)N([C@@H](C)CO)C[C@@H](C)[C@@H](CN(C)S(=O)(=O)c2ccc(Cl)cc2)O3)cc1	62*	1
C[C@H]1CN([C@@H](C)CO)C(=O)c2cc(N(C)C)ccc2O[C@H]1CN(C)Cc1ccccc1	-17	-6
C[C@H](CO)N1C[C@H](C)[C@H](CN(C)Cc2ccc(C(=O)O)cc2)Oc2c(NC(=O)c3ccc(-c4nccs4)cc3)cccc2C1=O	-16	2
C[C@@H]1CN([C@@H](C)CO)C(=O)c2cc(NC(=O)Nc3ccc4c(c3)OCO4)ccc2O[C@@H]1CN(C)S(=O)(=O)c1ccc(Cl)cc1	-1	·
C[C@H](CO)N1C[C@H](C)[C@@H](CN(C)Cc2ccc3c(c2)OCCO3)OCc2cnnn2CCCC1=O	26	·
C[C@@H]1CN([C@H](C)CO)C(=O)Cc2cc(NC(=O)Nc3ccccc3)ccc2O[C@H]1CN(C)S(=O)(=O)c1cn(C)cn1	-12	9
C[C@@H]1CN([C@@H](C)CO)C(=O)c2cc(NC(=O)c3ccncc3)ccc2O[C@H]1CN(C)S(C)(=O)=O	5	2
C[C@H](CO)N1C[C@H](C)[C@H](CN(C)Cc2ccncc2)Oc2ncc(/C=C/c3ccccc3)cc2C1=O	35	·
C[C@@H]1CN([C@H](C)CO)C(=O)Cc2cc(NC(=O)C3CC3)ccc2O[C@@H]1CN(C)C(=O)Nc1ccc(C(F)(F)F)cc1	-16	-5
C[C@H]1CN([C@@H](C)CO)C(=O)c2cccc(NS(=O)(=O)c3cn(C)cn3)c2O[C@@H]1CN(C)S(=O)(=O)c1cccs1	-15	-2

Entries of single compounds, looked up by structure. Screens in order: T cruzi HTS	INS-1E ATP HTS
COc1ccc(Br)c(/C=N/NC(=O)c2cccc(C(=O)NO)c2)c1 in the list: -18	-4
C[C@H](CO)N1C[C@H](C)[C@H](CN(C)Cc2ccncc2)Oc2ncc(/C=C/c3ccccc3)cc2C1=O in the list: 35	·
Cc1ccc(S(=O)(=O)Nc2ccc3c(c2)CC(=O)N([C@@H](C)CO)C[C@@H](C)[C@@H](CN(C)S(=O)(=O)c2ccc(Cl)cc2)O3)cc1 in the list: 62*	1
C[C@@H]1CN([C@H](C)CO)C(=O)Cc2cc(NC(=O)C3CC3)ccc2O[C@@H]1CN(C)C(=O)Nc1ccc(C(F)(F)F)cc1 in the list: -16	-5
C[C@@H]1CN([C@@H](C)CO)C(=O)c2cc(NC(=O)c3ccncc3)ccc2O[C@H]1CN(C)S(C)(=O)=O in the list: 5	2
